High-throughput results: PubChem BioAssay, National Center for Advancing Translational Sciences (NCATS)
D1 antagonist: Antagonist of Human D 1 Dopamine Receptor: qHTS. D(1A) dopamine receptor (Homo sapiens), P21728. HEK293 TREx D1 cells, calcium flux, dopamine EC80; active compounds read low. AID 504652, 2011. activity change, negative = inhibition, % at 10 µM. 360,000 compounds, 3.2% hits; in the data active means activity change below about -30%; further: on the % scale 0 is the no-effect control and ±100 the full control effect
Target sequence (P21728 whole entry, looked up): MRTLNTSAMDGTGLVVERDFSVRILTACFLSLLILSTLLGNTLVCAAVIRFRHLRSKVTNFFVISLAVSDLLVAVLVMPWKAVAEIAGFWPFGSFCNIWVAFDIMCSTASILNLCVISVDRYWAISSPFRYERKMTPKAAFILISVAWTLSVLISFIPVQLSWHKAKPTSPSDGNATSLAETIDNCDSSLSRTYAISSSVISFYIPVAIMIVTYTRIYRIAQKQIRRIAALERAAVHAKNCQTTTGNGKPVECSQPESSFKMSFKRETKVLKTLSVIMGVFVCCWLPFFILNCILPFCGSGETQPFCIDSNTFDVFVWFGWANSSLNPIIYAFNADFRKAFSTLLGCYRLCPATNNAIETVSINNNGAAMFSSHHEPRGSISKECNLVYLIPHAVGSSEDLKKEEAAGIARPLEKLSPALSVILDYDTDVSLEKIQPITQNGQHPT
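Tetracycline-induced HEK293 T-REx cells with force-coupled D1 receptor were loaded with a no-wash calcium dye. Compound was added after a 10 s baseline and read kinetically for 180 s; EC80 dopamine was then added and calcium flux followed another 180 s.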
RXFP1 agonist: qHTS Assay for Agonists of the Relaxin Receptor RXFP1; Relaxin receptor 1 (Homo sapiens), Q9HBX9; HEK293T-RXFP1 cAMP TR-FRET, 30 min; response scale: percent of porcine relaxin response, buffer zero; Potency, µM (top dose mostly 57.5 µM), for inactives: top-dose activation, actives largely listed as activators; 370,000 compounds, 0.3% hits; AID 2676, 2010; further: potency means the concentration at half of the fitted maximal effect; on the % scale 0 is the no-effect control and ±100 the full control effect; nearly all actives have a fitted effect of over 60% in size; many of its hits are not listed in these tables
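HEK293 cells stably expressing RXFP1, treated 30 min at 37C with compounds plus PDE4 inhibitor Ro 20174; cAMP measured by HTRF TR-FRET. Normalized to buffer and 29 nM porcine relaxin; EC50 by Hill fit.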
Vif-APOBEC3G blk: qHTS for Inhibitors of Vif-A3G Interactions: qHTS. HeLa A3G-eYFP + Vif (tagged APOBEC3G with the HIV-1 protein that degrades it), YFP fluorescence, overnight. DNA dC->dU-editing enzyme APOBEC-3G (Homo sapiens), Q9HC16. 410,000 compounds, 0.076% hits. Potency, µM (highest dose often 46.1 µM), without a hit: at the top dose activity, negative = active, most hits filed as inhibitors;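 further: potency means the concentration at half of the fitted maximal effect; on the % scale 0 is the no-effect control and ±100 the full control effect; nearly all actives have a fitted effect of over 60% in size; hits raise eYFP signal because A3G escapes Vif-driven loss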
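HeLa cells stably expressing Vif and C-terminally eYFP-tagged A3G, seeded overnight at 37 deg C, then exposed to compound by pintool overnight at 37 deg C. Rise in yellow fluorescence (Ex 488/Em 500-530, Acumen) marks blocked Vif-driven A3G degradation.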
RXFP1 antagonist: qHTS Assay for Antagonists of the Relaxin Receptor RXFP1 | Relaxin receptor 1 (Homo sapiens), Q9HBX9 | activity change, negative = inhibition, % at 57.5 µM | HEK293-RXFP1, relaxin-stimulated cAMP HTRF, 30 min; active compounds read low | 350,000 compounds, 0.59% hits;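 active means activity change of -60% or lower, but not beyond a set lower limit; inconclusive means change between -60% and -40%, or beyond the set limit; inactive means change above -40%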; further: on the % scale 0 is the no-effect control and ±100 the full control effect
GRP78 ERSR act: qHTS for Inducers of the Endoplasmic Reticulum Stress Response (ERSR) in Human Glioma: qHTS; U87-MG GRP78 promoter luciferase reporter, 16 h; Potency, µM, inactives show at the top dose activation, hits mostly activators; 420,000 compounds, 0.02% hits; further: potency means the concentration at half of the fitted maximal effect; series mostly up to about 76 µM; % of control where 0% means no effect; nearly all actives have a fitted effect of over 35% in size
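ERSR induction read as luciferase luminescence (Bright-Glo, 10 min at room temperature) in stably transfected human U87-MG glioma cells exposed to compounds for 16 h, using GRP78 as sensor.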
Vif-A3F inh: qHTS for Inhibitors of Vif-A3F Interactions: qHTS. HeLa A3F-eYFP + Vif (tagged APOBEC3F with the HIV-1 protein that degrades it), YFP fluorescence increase. Potency, µM (top dose mostly 46.1 µM), for inactives: at the top dose activity, negative = active. 390,000 compounds, 0.2% hits. AID 602313, 2012; further: potency means the concentration at half of the fitted maximal effect; % of control where 0% means no effect; nearly all actives have a fitted effect of over 65% in size
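HeLa cells stably expressing A3F-eYFP plus Vif, plated and incubated overnight at 37 deg C, then exposed to compounds overnight at 37 deg C. Blocked degradation read as raised yellow fluorescence (Ex 488/Em 500-530).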
D1 ag: Allosteric Agonists of the Human D1 Dopamine Receptor: qHTS; HEK293 T-REx D1 cells, calcium flux, agonist mode; D(1A) dopamine receptor (Homo sapiens), P21728; 360,000 compounds, 1% hits; activation, % at 2 µM; in the data active means activation above about 30%; further: 0% is about no effect
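Inducible HEK293 T-REx D1 cells, force-coupled to calcium signalling, were plated at 4000 cells/well with tetracycline and held overnight at 30 C. After no-wash calcium dye loading, compound-evoked calcium rise over 180 s flagged agonists.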
D2 PAM: HTS Assay for Positive Allosteric Modulators of the Human D2 Dopamine Receptor: Primary Screen for Potentiators. potentiation, % at 10 µM. 340,000 compounds, 0.34% hits. D(2) dopamine receptor (Homo sapiens), P14416. HEK293 T-REx D2, calcium flux, EC20 dopamine potentiation. AID 485347, 2010;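 active means potentiation over 3 SD above the plate norm, cut at about 30% in these data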; further: 0% is about no effect
Target sequence (P14416 whole entry, looked up): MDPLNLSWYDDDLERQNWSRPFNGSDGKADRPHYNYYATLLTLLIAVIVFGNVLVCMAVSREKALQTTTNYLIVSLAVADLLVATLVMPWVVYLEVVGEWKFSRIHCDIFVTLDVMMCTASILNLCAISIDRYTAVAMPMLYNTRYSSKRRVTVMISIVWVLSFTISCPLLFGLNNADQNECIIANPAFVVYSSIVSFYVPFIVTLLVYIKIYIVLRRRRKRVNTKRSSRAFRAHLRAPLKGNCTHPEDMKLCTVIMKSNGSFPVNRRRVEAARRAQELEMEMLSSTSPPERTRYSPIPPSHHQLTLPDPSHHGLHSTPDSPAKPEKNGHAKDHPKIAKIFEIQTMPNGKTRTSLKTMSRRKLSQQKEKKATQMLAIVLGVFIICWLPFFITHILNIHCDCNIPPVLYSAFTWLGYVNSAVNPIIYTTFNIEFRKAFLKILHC
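Calcium flux readout, no-wash dye, 1 read/s. Inducible HEK293 Trex D2 line, overnight 30 C. Compound alone 180 s (agonist flags), then EC20 dopamine, another 180 s to score potentiation.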
D1 PAM: Potentiators of Human D1 Dopamine Receptor: qHTS; 360,000 compounds, 0.036% hits; D(1A) dopamine receptor (Homo sapiens), P21728; potentiation, % at 10 µM; HEK293 TREx D1 cells, calcium flux, dopamine EC20 potentiation; AID 504651, 2011; in the data active means potentiation above about 30%; further: 0% is about no effect
* hit, by the source's call; ? = inconclusive; nt = no result given; & = joins results of further samples. Unless noted, the call rests on the fitted dose curve; in most records, active means well fitted curve in the direction sought with a large enough effect; inconclusive means small, poorly fitted or top-dose-only effect, or another doubt; inactive means no such curve, though single readings can be large; an effect the other way counts as inactive or inconclusive. These rows are one share of the data (hit frequency here may not be typical).

SMILES	D1 antagonist	RXFP1 agonist	Vif-APOBEC3G blk	RXFP1 antagonist	GRP78 ERSR act	Vif-A3F inh	D1 ag	D2 PAM	D1 PAM
Cc1ccccc1NS(=O)(=O)c1csc(C(N)=O)c1	1	1.2%	0%	0	-4%	-2%	4	-4	-9
C[C@]12CC[C@H](O)CC1=CCC1C2CC[C@@]2(C)C1CC[C@@H]2NC(=O)[C@@H](N)CO (some centres not stated)	nt	nt	2%	3	1%	0%	nt	nt	nt
CC(C)OC(=O)Nc1ccc(-c2ccc(NC(=O)OC(C)C)cc2Cl)c(Cl)c1	6	-0.6%	0%	6	-8%	-1%	2	7	-3
COc1cc(C(C)=O)ccc1O	15	1.2%	1%	nt	-1%	1%	1	8	2
Cc1ccc(-n2c(SCc3cn4ccsc4n3)nc3ccccc3c2=O)cc1	1	0.6%	1%	4	3%	5%	2	-2	-6
Cc1ccc(S(=O)(=O)N2C[C@H]3N(C(=O)OC(C)C)N(C(=O)OC(C)C)C[C@H](OC(=O)Nc4cccs4)[C@@]3(O)C2)cc1	nt	nt	3%	6	6%	-23%	nt	nt	nt
Cc1cccc(/C=C/c2onc(C)c2S(=O)(=O)N2CCC(C(=O)N3CCC(C)CC3)CC2)c1	10&-3	-1.3%&1.4%	2%&0%	-4&1	-3%&-3%	-4%&3%	1&4	-3&20	2&-2
O=C(O)CC(CC(=O)Nc1nncs1)c1ccccc1 (configuration not stated)	5	3.9%	3%	0	0%	-14%	1	-1	-3
Cc1ccc(OCCSc2nc(-c3cccs3)nc3cc(=O)[nH]n23)cc1Cl	-20	-0.3%	-23%	-9	?	2%	5	-1	-6
CCN(CC)C(=O)C1CCN(S(=O)(=O)c2ccc3c(c2)CCCN3C(=O)C2CCC2)CC1	-12	-2.5%	4%	-79*	-4%	0%	0	3	0
Cc1ccc(S(=O)(=O)N2CCN(S(=O)(=O)c3ccc(C)cc3)C3OCCOC32)cc1 (configuration not stated)	1	0.4%	1%	10	-2%	-3%	2	5	-2
O=C(Nc1ccc2oc(-c3ccccc3F)nc2c1)c1cncc(Br)c1	0	0.7%	0%	11	?	-1%	2	-8	-2
Cc1ccn(S(=O)(=O)c2ccc(N3CCCC3=O)cc2)n1	-4	-1.0%	3%	3	-5%	-10%	1	nt	-7
CCOC(=O)Nc1ccc2c(c1)N(C(=O)CCN1CCN(CCO)CC1)c1ccccc1CC2	-3	0.8%	-5%	-15	-5%	-12%	4	-2	-6
CC(C)CNC(=O)C1c2ccccc2Oc2ccccc21	5	-3.5%	0%	-17	-4%	7%	0	1	-2
Cc1onc(-c2ccccc2Cl)c1C(=O)Oc1ccc(Cl)cc1Cl	-2	0.4%	1%	-78*	-1%	3%	3	-7	1
COc1cccc(-c2sc3ccc(OC)cc3c2C#CCCO)c1	nt	3.9%	-16%	nt	3%	-6%	-1	-6	-3
O=C(c1cc(COc2ccc(F)cc2Cl)on1)N1C[C@H]2CC[C@H]1C2	1	1.4%	-11%	-6	0%	-11%	3	-4	1
CCOc1ccc(N(CC(=O)N2CCOCC2)S(=O)(=O)c2ccc(F)cc2)cc1	-6	2.3%	1%	-14	-6%	4%	-1	nt	1
CC(C)C1C(=O)N(Cc2cn(CCC3OCCO3)nn2)CCS(=O)(=O)N1Cc1ccc(-c2ccc(Cl)cc2)cc1 (configuration not stated)	nt	nt	-15%	-1	-3%	-19%	nt	nt	nt
Cc1cc(C(=O)Nc2ccc(F)cc2C)n(-c2ccccc2)n1	-2	0.9%	-19%	6	-2%	2%	-1	3	0
CCOC(=O)c1sc(=S)n(-c2ccc3c(c2)OCO3)c1N	10	-1.0%	-1%	14	-3%	0%	2	5	-4
O=Cc1ccc(-c2cccs2)s1	nt	nt	1%	-14	6%	7%	nt	nt	nt
CCOc1ccc(OCC)c(NC(=O)C2CCN(S(=O)(=O)c3ccc(Br)s3)CC2)c1	-7	9.0%	0%	-11	-3%	-6%	2	2	1
CCOC(=O)CC(NC(=O)c1ccc(C)cc1)c1ccc(C)cc1 (configuration not stated)	4	2.0%	0%	6	0%	-2%	8	22	-1
COc1cccc(CN(C)C(=O)c2cccc(OC3CCN(C4CCCC4)CC3)c2)c1	-29	0.2%	3%	4	-4%	12%	4	-9	-6
CC(C)OCCCNc1ncnc2c1[nH]c1ccccc12	-27	1.7%	1%	-11	0%	0%	5	2	-2
C[C@H](CO)N1C[C@H](C)[C@@H](CN(C)C(=O)Nc2ccccc2F)OCc2cnnn2CCCC1=O	nt	nt	-5%	12	2%	-5%	nt	nt	nt
Cc1ccc(OCc2cc(C(=O)NCc3cc(F)ccc3C)no2)cn1	-17	1.3%	0%	1	8%	-13%	22	1	0
CCC1CCCCN1CCCNC(=O)Cn1cc2c(n1)-c1c(oc(C(=O)N3CCCC3)c1C)CC2 (configuration not stated)	-1	-0.5%	-2%	15	-3%	-14%	0	-3	3
COC(=O)c1ccc(NC(=S)NC2CC3CCC2C3)cc1 (configuration not stated)	-21	-1.4%	-2%	0	0%	-6%	19	8	-5
Cc1nn(-c2ccccc2)c(N2CCCC2)c1/C=C1\N=C(c2ccccc2)OC1=O	-7	2.5%	3%	-2	1%	-8%	2	nt	-4
COc1ccc(NC(=O)CN2CCCN(S(=O)(=O)c3ccc(Br)cc3)CC2)c(OC)c1	-8	-0.9%	7%	-10	-6%	-3%	-1	-4	-3
Cc1ccc(NS(=O)(=O)c2ccc(Cl)s2)nc1	7	-2.2%	0%	8	10%	2%	6	15	4
CC(=Nc1cccc(C)c1)c1sc2ccccc2c1O	3	0.0%	-7%	-19	9%	1%	23	-5	-1
Cc1ccccc1-n1c(SC(C)C(N)=O)nnc1-c1cccnc1 (configuration not stated)	-12	1.6%	-1%	1	-2%	-3%	3	nt	-5

Some of the entries so far, as comma-separated lines.
structure,D1 antagonist,RXFP1 agonist,Vif-APOBEC3G blk,RXFP1 antagonist,GRP78 ERSR act,Vif-A3F inh,D1 ag,D2 PAM,D1 PAM
COc1ccc(NC(=O)CN2CCCN(S(=O)(=O)c3ccc(Br)cc3)CC2)c(OC)c1,-8,-0.9%,7%,-10,-6%,-3%,-1,-4,-3
Cc1ccc(NS(=O)(=O)c2ccc(Cl)s2)nc1,7,-2.2%,0%,8,10%,2%,6,15,4

RXFP1 antagonist: entries above that show a hit
| Compound | D1 antagonist | RXFP1 antagonist | GRP78 ERSR act | Vif-A3F inh | D1 ag | D2 PAM | D1 PAM |
| --- | --- | --- | --- | --- | --- | --- | --- |
| CCN(CC)C(=O)C1CCN(S(=O)(=O)c2ccc3c(c2)CCCN3C(=O)C2CCC2)CC1 | -12 | -79* | -4% | 0% | 0 | 3 | 0 |
| Cc1onc(-c2ccccc2Cl)c1C(=O)Oc1ccc(Cl)cc1Cl | -2 | -78* | -1% | 3% | 3 | -7 | 1 |

Further results:
SMILES	D1 antagonist	RXFP1 agonist	Vif-APOBEC3G blk	RXFP1 antagonist	GRP78 ERSR act	Vif-A3F inh	D1 ag	D2 PAM	D1 PAM
Cc1nn(C)c(=O)c(N)c1-c1cc(-c2ccc(Cl)c(Cl)c2)n[nH]1	-47*	0.9%	-1%	-7	2%	2%	8	4	-4
CCCN(CCC)S(=O)(=O)c1ccc(C(=O)Nc2ccc(OCC(=O)N3CCOCC3)cc2)cc1	-25	-1.1%	-4%	6	3%	-4%	21	12	-7
COc1ccc(NC(=O)CN2C(=O)C(c3ccccc3)=NC23CCC(C)CC3)cc1Cl (configuration not stated)	9	-0.4%	nt	-11	nt	nt	4	8	-1
C=CCOn1c(=O)c(-c2ccc(C)cc2)[n+]([O-])c2ccccc21	-1	2.6%	0%	-1	-3%	-23%	2	-4	-4
COc1ccc(/C=C/C(=O)OCC(=O)Nc2ccc(N3CCOCC3)cc2)cc1OC	2	-1.7%	1%	12	-6%	11%	1	4	1
CCOC(=O)CCCCNCc1ccccc1	14	2.8%	0%	-5	-3%	4%	1	-7	-6
O=S(=O)(Cc1ccccc1)NCCc1ccc(F)cc1	1	0.8%	1%	-22	0%	-4%	4	-3	0
CCc1ccc(C(=O)c2cn(CC(=O)Nc3ccc(OC)cc3)c3cc4c(cc3c2=O)OCCO4)cc1	-22	?	-1%	nt	-2%	1%	2	2	-1
COC(=O)c1c(C)[nH]c(C(=O)/C=C/c2ccccc2)c1C	4	2.1%	1%	-6	-3%	-8%	3	-14	3
O=C(N/N=C/c1ccc([N+](=O)[O-])o1)C1CC1	0	1.6%	-15%	-1	-2%	-14%	2	-1	2
CC(=O)N1CCc2cc(NS(=O)(=O)c3cccs3)ccc21	2	0.1%	-8%	-12	4%	1%	6	7	-3
Cc1cccc(C)c1NC(=O)CNC(=O)C(C)N1CCCCC1 (configuration not stated)	-2	-0.6%	-1%	-8	-1%	7%	1	12	-3
Cc1ccc(C(=O)N2CCN(c3ccc(NC(=O)c4cccnc4Cl)cc3)CC2)cc1	-8	-0.2%	2%	-5	-1%	-2%	0	10	-6
